# Autophagy HCS: modulators of autophagy. MEF GFP-LC3 puncta imaging; test concentration mostly 10 µM. calls only at 10 µM (by protocol). 190,000 tested, 0.98% active;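 active = percentage of spot-positive cells more than 3 SD above its plate mean, without a fluorescence outlier flag or 80% toxicity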;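 also: spot-positive cell cutoff set from DMSO-treated cells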
# XIAP displacement: small molecules displacing peptide from XIAP – biochemical, IAP family, fluorescence polarization (AID 1018). 200,000 tested, 0.007% active. XIAP BIR domain, fluorescence polarization peptide displacement; higher % means a stronger effect. one-dose displacement, % at 20 µM; IC50 in µM for titrated hits; in the data active = displacement above about 50%; also: a part of the inactive calls stands beside numbers as strong as those of hits
# Dynein transport: blocks dynein driven cargo transport along microtubules | 3617.4 mouse cells, GR-EGFP nuclear translocation imaging; test concentration mostly 20 µM; stimulated with dexamethasone, 1 µM; hits give low values | z-score, hits read low | 220,000 tested, 0.47% active | AID 1381;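 active = plate z-score of nuclear minus cytoplasmic receptor signal below a set negative limit, without overly bright fluorescence or cell loss, cut at about -3.5 in these data, passing the limit was not always enough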;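 also: z-score of nuclear minus cytoplasmic ring GR-EGFP intensity difference per well; some compounds called inactive have numbers as strong as hits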
#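 medium = tetracycline-free induction medium containing charcoal-stripped FBS | probe or stimulus = dexamethasone, 1.0 µM final | timing = 48 h induction, then 1 h compound, then 30 min agonist, 37 °C | detection = automated 10x imaging of fixed Hoechst-stained cells | read-out basis = nuclear versus cytoplasmic GR-EGFP signal, averaged per well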
# Hep lipid drop: hepatic lipid droplet formation modulation | 240,000 tested, 0.4% active | inhibition, % at 6.5 µM | AML12 mouse hepatocytes, oleate lipid droplets, BODIPY imaging;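 active = lipid droplet intensity inhibited by at least 50%, with more than 500 cells counted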
#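 Assay system: AML12 hepatocytes (mouse); Probe or stimulus: oleic acid at 100 µM to induce lipid droplet formation; Dosing: compound at 6.5 µM only; Schedule: compound with oleate, overnight; Detection: fluorescence imaging, 20x objective, two fields per well; Measure: % inhibition of lipid droplet signal.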
# Insulin prom up: MIN6 insulin promoter up-regulation; 190,000 tested, 0.3% active; MIN6 insulin promoter-GFP reporter, high-content imaging; hits give high values; AID 1625; z-score at 5 µM;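 active = z-score above 3 at 5 µM with at least 500 cells counted in the well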
# bCat nuc transl: modulators of beta-catenin nuclear translocation; HeLa beta-catenin nuclear translocation, immunofluorescence imaging; nuclear translocation activity, % at 5 µM; 190,000 tested, 0.3% active;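 active = nuclear translocation activity above 50% at 5 µM, with a well cell count of 50 or more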;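 also: per-cell ratio of nuclear to cytoplasmic median beta-catenin stain intensity; plate controls were DMSO negative control for no effect and GSK-3 inhibitor IX positive control for full effect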
#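 assay system = human HeLa cells, endogenous beta-catenin | times = compound treatment 24 h, 37°C, 5% CO2 | detection = Anti-beta-catenin immunofluorescence on PFA-fixed, Triton-permeabilized cells, DAPI nuclei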
# ER stress rescue: rescue of cells from ER stress-induced death, primary screen, 384-well, CSM14.1, thapsigargin, ATP luminescence (AID 1222); CSM14.1 thapsigargin-induced death rescue, ATP luminescence; higher % means a stronger effect; 190,000 tested, under 10 active; cellular ATP content (survival), % at 20 µM; hits with a dose series show EC50 in µM;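 active = EC50 below 50 µM in the dose-response confirmation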;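 also: death triggered by thapsigargin at about 15 µM added after 2 h compound pretreatment; cell ATP read after overnight thapsigargin exposure of roughly 18 to 22 hours; normalized against plate controls of thapsigargin alone and 5% DMSO vehicle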
# MT stabilize HCS: microtubule stabilizers in HeLa cells | 200,000 tested, 0.83% active | HeLa tubulin immunostaining HCS, 24 h; share of cells brighter than vehicle mean+2SD | % tubulin-high responders, % at 10 µM;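 active = plate Z-score above 3 for both tubulin-high and condensed-nucleus cell shares, with cell loss under 80%, at 10 µM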;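 also: anti alpha tubulin signal scored within the nucleus-defined area of each cell; some results filed as inactive read as strong as hits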
# WT yeast gro inh: growth inhibition of WT yeast, mitochondrial fusion screen; mitochondrial fusion phenotypic screen, WT strain; inhibition, % at 10 µM; 190,000 tested, 2.1% active; AID 1362; in the data active = inhibition above about 58%; tested in S. cerevisiae
# WT yeast gro inh mutant strain: also measured in WT yeast gro inh; calls as there; inhibition, %; mitochondrial fusion phenotypic screen, mutant strain inhibition
# Dynein transport cytoplasmic EGFP: recorded beside Dynein transport, whose call it bears; z-score; measured here: cytoplasmic GR-EGFP intensity; hits give high values
# Dynein transport nuclear GR-EGFP: second read-out of Dynein transport, no call of its own (marks repeat the call); z-score; measured here: nuclear GR-EGFP intensity;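 lower value marks the stronger effect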
# Dynein transport cell count: also measured in Dynein transport; calls as there; z-score; measured here: cell count per field
# Insulin prom up cell count: also measured in Insulin prom up; calls as there; cell count; measured here: cytotoxicity, nuclei count;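 total cells summed across four imaged fields per well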
# Hep lipid drop cells 6.5 µM: second read-out of Hep lipid drop, no call of its own (marks repeat the call); cell count; measured here: cell count, cytotoxicity flag;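 cells counted across two imaged fields per well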
# bCat nuc transl cell count 5 µM: recorded beside bCat nuc transl, whose call it bears; cell count; measured here: cell count, cytotoxicity flag
# MT stabilize HCS Hoechst-high %: further read-out of MT stabilize HCS, marked with its call; % Hoechst-high responders; measured here: nuclear condensation Hoechst responders;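 share of cells brighter than vehicle mean plus two SD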
# MT stabilize HCS cytotoxicity %: recorded beside MT stabilize HCS, whose call it bears; toxicity, %; measured here: cytotoxicity by cell density;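 0% = mean cell density of plate MIN control wells and 100% = no cells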
# Autophagy HCS cell loss 18 h: recorded beside Autophagy HCS, whose call it bears; toxicity, %; measured here: cell loss, nuclei count;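 cell loss after 18 h compound exposure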
# * = called active by the depositor; i = inactive; nt = no result given.
SMILES,Autophagy HCS,Autophagy HCS cell loss 18 h,XIAP displacement,Dynein transport,Dynein transport cytoplasmic EGFP,Dynein transport nuclear GR-EGFP,Dynein transport cell count,Hep lipid drop,Hep lipid drop cells 6.5 µM,Insulin prom up,Insulin prom up cell count,bCat nuc transl,bCat nuc transl cell count 5 µM,ER stress rescue,MT stabilize HCS,MT stabilize HCS Hoechst-high %,MT stabilize HCS cytotoxicity %,WT yeast gro inh,WT yeast gro inh mutant strain
CCOc1cc(S(=O)(=O)NC2CC(C)(C)NC(C)(C)C2)ccc1F,i,0,-3.6%,0.48,-0.11,0.53,1.1,-1,666,0.96,1374,-0.9,1149,3.2%,2.7,2.0,15,0,9
Cc1nc2sc(C(c3ccco3)N3CCN(c4ccccc4F)CC3)c(O)n2n1 (stereo not drawn),i,1,1.6%,-0.18,-0.1,0.44,0.96,nt,nt,-0.73,1462,-6.9,973,-2.1%,3.1,1.6,3.6,-3,2
O=C(Cc1cccs1)N(c1ccc(Br)cc1)C1C=CS(=O)(=O)C1 (stereo not drawn),i,19,-2.3%,-0.33,-0.25,-0.41,0.66,4,704,1,1670,-4.9,1105,1.0%,2.3,2.0,11,8,-2
COc1cc(C(=O)Nc2ccc(C(C)=O)cc2)c(Br)c(OC)c1OC,i,-11,-4.9%,0.15,-0.00065,-0.31,0.26,16,648,-0.09,1325,-1.0,992,-1.3%,3.2,3.6,5.6,-6,-12
COc1ccc(OC)c(/C=C/C(=O)OCC(=O)Nc2ccc(Cl)c(S(=O)(=O)N(C)C)c2)c1,i,-5,-3.2%,0.85,-0.32,1.1,-0.18,-15,673,-1.8,1204,-2.0,1098,2.7%,5.2,3.0,9.1,6,1
O=C(Nc1ccn(Cc2ccccc2F)n1)c1ccc(COc2cccc(Br)c2)cc1,i,-31,-0.9%,-1.2,0.52,-0.71,0.83,-32,729,-0.55,836,-0.5,1180,-0.4%,2.3,3.0,6.8,43,15
CC1CCCC(C)N1C(=O)c1cc(F)c(F)cc1Cl (stereo not drawn),i,1,7.6%,0.24,-0.23,0.14,0.74,-9,691,-0.62,1243,nt,nt,nt,1.3,2.6,12,-6,11
O=C(/C=C/c1ccccc1)NCCSCc1ccc(Cl)cc1,i,1,-2.4%,1.3,-0.18,0.91,-1.2,-9,640,-0.01,1273,-1.3,1045,-1.7%,5.2,2.6,6.1,5,-2
Cc1ccc(NC(=O)c2sc3ccccc3c2Cl)nc1,i,6,-6.7%,-0.42,-0.2,-0.61,0.48,nt,nt,-0.66,1584,3.8,1339,-8.4%,2.1,1.7,1.7,-3,19
C/C(=N\OCC(=O)NC12CC3CC(CC(C3)C1)C2)c1cc2ccccc2o1,i,-25,2.7%,0.19,-0.18,-0.021,-0.25,-31,666,0.28,1555,-1.8,1147,3.7%,2.6,2.7,8.8,66*,24*
CCCN(CCC)S(=O)(=O)c1ccc(C(=O)Nc2nc3c(s2)CCc2ccccc2-3)cc1,i,6,-4.5%,-0.24,-0.24,0.28,0.39,-16,652,-0.54,1439,-2.6,1123,-1.6%,7.8,1.6,4.2,1,1
CCC(=O)Nc1ccc(Cl)c(NC(=S)NC(=O)COc2ccccc2)c1,i,11,6.3%,-0.0082,-0.24,0.14,-0.1,-2,529,-0.19,1276,-1.5,1127,-1.3%,4.4,1.5,4.8,-11,7
CCN(CC)c1ccc(NC(=O)CSc2nnc3nc(C)cc(C)n23)cc1,i,-3,-2.7%,0.25,-0.18,-0.49,0.15,nt,nt,0.13,1462,-2.2,1385,-1.2%,2.5,2.0,8.9,-12,32
COc1ccc(C(=O)NNC(=O)CSc2nnc(C)n2CC2CCCO2)cc1 (stereo not drawn),i,-8,-2.8%,0.059,-0.36,0.35,0.73,13,750,-0.19,1436,-0.6,1020,-0.6%,1.4,1.5,2.6,-2,-9
N#Cc1nc(N2CCCC2)nc(N2CCCC2)n1,i,-13,2.6%,-1.1,-0.43,-0.23,0.64,nt,nt,nt,nt,nt,nt,-1.3%,5.9,1.7,8.7,-42,-35
CCc1cccc(NC(=O)c2ccc(CNc3c(N4CCCC4)c(=O)c3=O)cc2)c1,nt,nt,nt,0.015,-0.0069,0.6,0.25,9,799,0.1,1058,-0.2,1295,nt,nt,nt,nt,nt,nt
CSc1ncccc1C(=O)OCC(=O)N1CCOCC1,i,-7,-1.8%,0.26,-0.2,-0.12,0.52,nt,nt,-0.34,943,-2.9,1145,1.9%,1.1,1.9,8.0,1,-11
O=C(COc1ncnc2ccccc12)NCc1ccc2c(c1)OCO2,i,6,-2.9%,0.54,-0.26,0.44,0.31,-13,485,-0.61,1238,nt,nt,nt,2.7,1.6,1.5,12,7
COc1ccc(N2CC(C(=O)N/N=C/c3ccc(C)cc3)CC2=O)cc1 (stereo not drawn),i,20,-6.1%,2,-0.19,0.53,-1.1,1,647,0.1,1233,54*,503*,-1.6%,21,16,65,14,6
Cc1ccc(Oc2cc(NC(=O)CCCn3nc(C)c([N+](=O)[O-])c3C)cc([N+](=O)[O-])c2)cc1,i,1,-7.5%,-0.44,-0.28,-0.69,0.44,-36,701,-0.27,1007,nt,nt,-3.6%,2.7,3.5,9.9,48,31
O=C(CNS(=O)(=O)c1cccs1)N1CCc2ccccc2C1,i,3,-3.2%,-0.68,-0.16,-0.36,1.4,nt,nt,0.21,1527,-0.3,1346,-1.4%,1.1,1.5,4.3,0,-5
O=C(CSc1ccc([N+](=O)[O-])cc1)Nc1cccc(S(=O)(=O)Nc2ccccc2F)c1,i,16,-2.8%,0.075,-0.3,0.3,0.1,nt,nt,0.07,1493,0.1,1511,-0.9%,3.0,2.2,6.0,10,15
Nc1ncnc(N(c2ccccc2)C2CCCCC2)c1[N+](=O)[O-],i,-22,-4.5%,0.5,-0.2,0.67,0.1,nt,nt,0.29,1507,0.1,1299,0.8%,1.9,2.2,3.1,2,-1
O=C(CBr)N1CCc2ccccc2C(c2ccccc2)C1 (stereo not drawn),nt,nt,nt,-1.9,0.036,-0.72,-0.78,20,778,1,1030,0.1,1325,nt,nt,nt,nt,nt,nt
O=[N+]([O-])c1ccc(C(=S)N2CCC(Cc3ccccc3)CC2)cc1,i,22,0.1%,-0.4,-0.28,-0.39,0.32,2,712,-0.66,1364,0.3,1084,0.7%,3.6,1.5,2.5,24,27
CC1CCCCN1S(=O)(=O)c1ccc(S(=O)(=O)N2CCN(c3ccccc3)CC2)cc1 (stereo not drawn),i,-6,1.2%,0.046,-0.075,0.53,-0.24,-14,756,-0.88,987,-0.9,1144,-4.9%,2.6,1.4,4.8,0,6
CCn1c(C)[n+](CCOCC[n+]2c(C)n(CC)c3cc(Cl)c(Cl)cc32)c2cc(Cl)c(Cl)cc21,i,-4,-8.1%,0.18,-0.076,0.15,-0.76,-4,733,0.9,967,-0.6,1233,-1.8%,1.4,1.3,0.8,-16,4
O=C(NCCN1CCCCCC1)C1CC(=O)N(CCc2ccccc2)C1 (stereo not drawn),i,4,-3.1%,-0.11,-0.36,-0.18,-0.27,nt,nt,-0.18,1332,-0.5,1364,-1.0%,2.4,2.1,7.4,-5,1
Cc1nnsc1C(=O)N/N=C/c1c(F)cccc1Cl,i,-3,-3.4%,-0.51,-0.26,-0.5,1.1,-1,690,-0.53,1301,0.3,991,-0.2%,2.2,1.3,6.6,7,1
CC(=O)[C@@]1(O)CC[C@H]2[C@@H]3CCC4=CC(=O)CC[C@]4(C)[C@H]3[C@@H](O)C[C@@]21C,i,12,-11%,-0.16,-0.24,0.11,0.72,1,715,nt,nt,-7.8,506,-0.9%,3.9,2.2,0.0,-6,-16
O=C(Nc1ccc(-c2nc3ccccc3[nH]2)cc1)c1ccc(N2C(=O)CCC2=O)cc1,i,-6,0.5%,-0.41,-0.32,-0.68,0.97,-12,687,-0.42,1444,-2.7,518,-0.3%,2.3,3.6,7.2,-2,3
CCOc1ccc(N2CC(C(=O)NC3=NCCS3)CC2=O)cc1 (stereo not drawn),i,-9,-3.7%,0.55,-0.24,0.82,-1,-23,685,0.37,1385,1.0,1011,-1.3%,0.7,0.7,3.4,15,7
CCn1c(C)nc2c1C(=O)c1ccccc1C2=O,i,4,-4.2%,0.011,-0.24,-0.86,0.61,nt,nt,-0.4,1475,-1.3,1377,-1.0%,2.6,1.6,3.9,-6,1
